D3 antag = blocks the human D3 dopamine receptor; P35462; D3R cells, DiscoveRx beta-arrestin luminescence, antagonist mode; hits give low values; max response, negative = inhibition, %; 360,000 tested, 2.5% active; in the data active = max response below about -50%; inconclusive = no clear call, values can overlap the other calls; note: % is set by controls: 0 for no effect and ±100 for the full control effect; mostly tested at two doses, the higher about 12 µM
Target sequence (P35462 whole entry, looked up): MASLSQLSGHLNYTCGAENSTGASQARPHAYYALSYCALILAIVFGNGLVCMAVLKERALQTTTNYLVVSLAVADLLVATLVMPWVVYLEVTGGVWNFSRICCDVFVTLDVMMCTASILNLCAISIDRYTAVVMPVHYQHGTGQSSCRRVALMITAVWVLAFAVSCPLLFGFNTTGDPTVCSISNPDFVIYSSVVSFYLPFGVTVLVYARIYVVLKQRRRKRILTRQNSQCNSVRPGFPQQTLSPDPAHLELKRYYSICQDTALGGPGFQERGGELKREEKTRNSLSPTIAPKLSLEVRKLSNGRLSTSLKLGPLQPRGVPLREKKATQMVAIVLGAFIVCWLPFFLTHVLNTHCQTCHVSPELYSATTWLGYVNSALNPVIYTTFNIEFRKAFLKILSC
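Cells plated overnight at 1500 cells/well, then exposed to library compounds with dopamine controls for 90 minutes at 37 degrees C. DiscoveRx reagent added for 30–60 minutes at room temperature; luminescence read, quantitative HTS format.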
aSyn rescue = rescues yeast growth from alpha-synuclein toxicity; Yeast expressing alpha-synuclein, growth rescue, BacTiter-Glo, 24 h; Potency, µM (series often up to 46.1 µM), without a hit: at the highest dose growth rescue (activation), usual class: activators; 370,000 tested, 0.14% active; AID 652106; note: potency is the fitted concentration of half-maximal effect; % of control where 0% means no effect; nearly all actives have a fitted effect of over 65% in size
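Screening used galactose-induced yeast with toxic alpha-synuclein levels, exposed to compound for 24 hr at 30 deg C. Cell growth, read with BacTiter-Glo luminescence, gave the measured signal.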
DRD3 agonist = D3 dopamine receptor (human) agonism. P35462. D3R DiscoveRx beta-arrestin cells, luminescence, 90 min. max activation, %. 410,000 tested, 0.58% active; in the data active = max activation above about 30%; note: 0% is about no effect; mostly tested at two doses, the higher about 12 µM
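Agonist-mode cell screen: cells plated at 1500/well and incubated overnight at 37 °C, then exposed to library compounds for 90 min at 37 °C. Detection reagent was added for 30–60 min at room temperature, and luminescence was read.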
GLP1R ag = GLP-1 receptor (human) agonism. 380,000 tested, 0.007% active. HEK293 GLP-1R CRE-luciferase, luminescence, 4-6 h; cells express a hypersensitive GLP-1R form. P43220. Potency, µM (series often up to 45.6 µM), without a hit: at the highest dose activation, actives largely listed as activators; note: potency is the fitted concentration of half-maximal effect; % of control where 0% means no effect
PTHR1 agonist = agonists of human PTHR1 parathyroid hormone receptor | 410,000 tested, 0.075% active | Potency, µM (top dose mostly 115 µM), inactives show top-dose activation, usual class: activators | HEK293 GP2 PTHR1 cells, GloSensor cAMP luminescence, 1 h | Q03431; note: potency is the fitted concentration of half-maximal effect; nearly all actives have a fitted effect of over 55% in size; some results filed as inactive show a strong effect at the top dose; inactives centre near -15; many of its hits are not listed in these tables
Target sequence (Q03431 whole entry, looked up): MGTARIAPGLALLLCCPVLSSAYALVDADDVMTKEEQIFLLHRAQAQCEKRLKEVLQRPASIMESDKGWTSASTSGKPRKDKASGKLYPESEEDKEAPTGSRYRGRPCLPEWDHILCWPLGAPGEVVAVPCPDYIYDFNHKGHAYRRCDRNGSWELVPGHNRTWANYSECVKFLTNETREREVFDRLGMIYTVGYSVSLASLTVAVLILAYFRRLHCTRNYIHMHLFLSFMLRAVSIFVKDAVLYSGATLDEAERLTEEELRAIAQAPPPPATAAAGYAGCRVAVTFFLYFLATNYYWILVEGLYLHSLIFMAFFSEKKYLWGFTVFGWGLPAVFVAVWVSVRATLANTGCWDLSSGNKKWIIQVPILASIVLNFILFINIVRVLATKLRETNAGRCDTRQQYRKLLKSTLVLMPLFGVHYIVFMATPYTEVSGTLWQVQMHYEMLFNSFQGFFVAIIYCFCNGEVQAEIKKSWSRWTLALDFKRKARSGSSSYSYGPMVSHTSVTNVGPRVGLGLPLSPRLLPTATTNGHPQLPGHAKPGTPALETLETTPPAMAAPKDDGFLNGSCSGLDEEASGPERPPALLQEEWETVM
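HEK-293-derived GP2 cells expressing PTHR1 and a GloSensor cAMP reporter, 3,000/well, plated overnight, given luciferin plus IBMX (each 0.5 mM as added) for 1 h at 37 °C, then compound for 1 h at 37 °C. Luminescence was read after 15 min at room temperature.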
GLP1R cytotox = cytotoxic in the GLP-1 receptor inverse agonist counter-screen. HEK293 cAMP-luciferase reporter cells, luminescence, 24 h. AID 624418. 410,000 tested, 0.13% active. Potency, µM (highest dose often 38.3 µM), without a hit: top-dose activity change, negative = inhibition, hits mostly inhibitors;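 note: loss of luciferase light is scored as toxicity; potency is the fitted concentration of half-maximal effect; % is set by controls: 0 for no effect and ±100 for the full control effect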
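To flag toxic compounds, the library was rerun on cells for 24 hr at 37 deg C and 5% CO2. Viability-linked luminescence was captured 12 min after adding luciferase detection reagent.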
KB-V1 MDR tox = KB-V1 MDR subline cytotoxicity | KB-V1 MDR cells viability, CellTiter-Glo, 72 h | Potency, µM (titrated, usually from 46.1 µM), inactives show at the highest dose activity change, negative = cytotoxicity, actives largely listed as cytotoxic | 400,000 tested, 3.4% active | AID 1347076; note: potency is the fitted concentration of half-maximal effect; % is set by controls: 0 for no effect and ±100 for the full control effect; nearly all actives have a fitted effect of over 60% in size
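Following 72 h at 37 degrees C with compound, KB-V1 cell viability was read by CellTiter-Glo luminescence, medium being phenol-red-free DMEM plus 10% FBS; concentration-response parameters came from normalized, curve-fitted qHTS data.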
TDP-43 yeast inh = rescues yeast growth from TDP-43 toxicity | TDP-43 expressing yeast growth rescue, BacTiter-Glo, 24 h | Potency, µM (top dose mostly 46.1 µM), inactives show top-dose growth rescue (activation), usual class: activators | 410,000 tested, 1.8% active; note: potency is the fitted concentration of half-maximal effect; % of control where 0% means no effect; nearly all actives have a fitted effect of over 50% in size
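Readout is BacTiter-Glo luminescence of cell growth, so inhibitors register as activators. TDP-43-expressing yeast at OD600=0.02 in galactose medium, after raffinose pregrowth to mid-log, were incubated with compound for 24 hr at 30 deg C.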
GLP1R inv ag = acts as inverse agonist at human GLP-1 receptor; Potency, µM (titrated, usually from 38.3 µM), inactives show at the top dose activity change, negative = inhibition, usual class: inhibitors; HEK293 GLP-1R CRE-luciferase, luminescence, 24 h; GLP-1R form is constitutively active; 410,000 tested, 1.6% active; note: potency is the fitted concentration of half-maximal effect; % is set by controls: 0 for no effect and ±100 for the full control effect; nearly all actives have a fitted effect of over 55% in size
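Assay principle: reduced luminescence from a cAMP-responsive reporter in HEK293 cells co-expressing a constitutively active GLP-1R. Conditions: 24 hr compound incubation, 37 deg C, 5% CO2.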
* marks the source's active call; other numbers are inactive results; i = inactive; ? = inconclusive; · = no result given; [ ] = remark or other dose. Unless noted, calls come from the whole dose curve; as a rule, active = well fitted curve in the direction sought with a large enough effect; inconclusive = small, poorly fitted or top-dose-only effect, or another doubt; inactive = no such curve, though single readings can be large; an effect the other way counts as inactive or inconclusive.

SMILES	D3 antag	aSyn rescue	DRD3 agonist	GLP1R ag	PTHR1 agonist	GLP1R cytotox	KB-V1 MDR tox	TDP-43 yeast inh	GLP1R inv ag
C=CCN1C(=O)/C(=C\c2cccs2)C(C(=O)OC)=C1C	-21	4%	-1	24%	-5%	-1%	?	-4%	-4%
CC(Oc1ccccc1Cl)C(=O)Nc1ccc(S(=O)(=O)N2CCOCC2)cc1 (stereo not drawn)	5	-1%	0	-1%	-5%	-1%	-6%	-21%	16%
N=c1c2c(n(Cc3ccc(Br)cc3)c3c1CCC3)CCCC2	7	-5%	1	-3%	-24%	-22%	6%	8%	-31%
Cc1c(NS(=O)(=O)c2cc(C(=O)NCc3cccnc3)ccc2Cl)c(=O)n(-c2ccccc2)n1C	25	0%	14	9%	i	9%	8%	-11%	6%
O=C(CCS(=O)(=O)Cc1ccccc1)N1CCc2ccccc2C1	24	0%	4	-7%	i	2%	16µM*	-24%	-1%
COc1ccc([C@H]2CC(=O)C=C(/C=C/c3ccccc3)C2)cc1	?	4%	1	5%	-23%	-24%	0%	22%	14%
Cn1c2ccccc2c2n[nH]c(=O)nc21	-3	16%	-2	3%	i	2%[7.66 µM]	-9%	-4%[9.22 µM]	1%[7.66 µM]
COc1cc(-c2cc(NC=O)c3ncc(-c4ccc(F)cc4)n3c2)cc(OC)c1OC	-5	9%	-4	12%	-22%	11%	?	8%	8%
Cc1nc2ccc(C(=O)N3CCC(O)(Cc4ccccc4)CC3)cn2c1N(C)C(=O)CCc1ccccc1	13	2%	1	1%	i	-1%	-3%	26%	7%
CC(=O)c1c(C)nn(CC(O)COc2ccc3c(c2)CCC3)c1C (stereo not drawn)	-11	5%	1	4%	-6%[57.5 µM]	9%	10µM*	11%	0%
COc1ccc(C(=O)Nc2ccc(S(=O)(=O)Nc3onc(C)c3C)cc2)cc1	59	-3%	-2	-15%	-1%	-2%	-1%	5%	-10%
CS(=O)(=O)N1CCN(c2ccc(Cl)cc2[N+](=O)[O-])CC1	5	2%	2	-3%	-27%	-10%	2%	-1%	3%
Cn1nc(C(=O)NCCc2ccc(S(N)(=O)=O)cc2)c2c1-c1ccccc1S(=O)(=O)C2	-5	2%	1	-3%	i	3%	?	9%	0%
CCOC(=O)C1=C(CC)Nc2ccccc2N=C1NC(=O)Nc1ccc(Cl)c(Cl)c1	38	-58%[inhibitor]	9	-6%	-43%[inhibitor]	?	-24%	-86%[inhibitor]	?
COc1ccc2c(c1)sc1ncc(C(=O)NCc3ccccc3F)c(=O)n12	·	·	10	·	-15%	25%	13%	0%	3%
Cc1cc(NC(=O)CSc2nnc(-c3cccc(F)c3)n2N)no1	-4	3%[1.84 µM]	-2	1%	-3%	5%	?	10%	12%
CC(C)OC(=O)CSc1nnc(COc2ccc([N+](=O)[O-])cc2)n1C	-4	4%	3	2%	i	-3%[7.66 µM]	-15%	7%[9.22 µM]	2%[7.66 µM]
CN(CCc1ccccc1)C(=O)c1cccc(NC(=O)Cc2cccc(NC(=O)C3CCCN(C(=O)C4CCC4)C3)c2)c1 (stereo not drawn)	-1	-8%	-34	-2%	-69%[inhibitor]	1%	0%	-7%	-16%
N#Cc1ccc(NS(=O)(=O)c2ccc(-c3cnc(C4CC4)o3)cc2)cc1	·	·	-12	·	-20%	-6%	13%	0%	-21%
Cc1cccc(C(=O)n2nc(-c3cccnc3)nc2NCc2ccccc2)c1	·	·	-7	·	-29%	4%	14%	21%	4%
CC1=C(C(=O)OCc2ccccc2)C(c2ccc(C)cc2)NC(=O)N1 (stereo not drawn)	-26	0%	-9	-4%	-4%	-10%	-25%	5%	-13%
CC(=O)c1c(C)[nH]c(C(=O)COC(=O)c2cccnc2Cl)c1C	-28	0%	1	6%	-32%[inhibitor]	1%	11%	0%	14%
CCOc1ccc(C(=O)OCC(=O)Nc2cc(C)on2)cc1OCC	46	-5%	2	5%	i	-14%	0%	-4%	2%
C/C(=N\NC(=S)NCCc1ccccc1)c1cccc(Br)c1	1	-2%	10	7%	-19%	?	?	?	-17%
Cc1ccn2c(=O)nc(SCC(=O)NC3CCCC3)nc2c1	2	-1%	1	-1%	i	-8%	-5%	12%	1%
Later entries
SMILES	D3 antag	aSyn rescue	DRD3 agonist	GLP1R ag	PTHR1 agonist	GLP1R cytotox	KB-V1 MDR tox	TDP-43 yeast inh	GLP1R inv ag
CCn1cc(C(=O)NC(C)C)c(=O)c2cc(F)c(N3CCN(C(=O)c4ccco4)CC3)cc21	5	-1%	-5	-2%	-10%	-2%	-35%	-11%	32%[activator]
O=C(NCCOc1ccccc1)c1ccc2c(c1)S(=O)(=O)c1cc(Cl)ccc1C2=O	0	5%	6	-1%	i	-10%	-18%	30%	2%
O=C(NCc1ccccn1)c1ccc(Cl)c(S(=O)(=O)N2CCOCC2)c1	12	0%	1	-3%	i	-3%	-22%	10%	22%
O=C(CS(=O)(=O)c1nc(-c2ccc(Cl)cc2)cn1-c1ccccc1)Nc1ccc(F)cc1F	·	·	-7	·	-70%[inhibitor]	-1%	?	14µM*	?
COc1cc(CNC(=O)C2CC2)ccc1OCc1ccccc1	2	-13%	0	11%	-8%	0%	?	-4%	-14%
CCCCS(=O)CC(CS(=O)CCCC)OC(=O)c1ccccc1 (stereo not drawn)	19	1%	-4	-12%	-29%[57.5 µM]	3%	-24%	7%	2%
COc1ccc(CNC(=O)CCc2c[nH]c3ccccc23)cc1	-14	7%	1	14%	i	-3%	?	0%	-18%
Cc1cc(=O)c2cc(Br)ccc2n1CC(=O)NCc1ccccc1	18	-4%	1	26%	-11%	2%	-28%	10%	-29%
O=C(O)c1ccccc1-c1ccccc1C(=O)Nc1ccccc1Br	-22	-2%	-2	-5%	i	2%	?	-2%	13%
Cc1ccc(CNC(=O)c2cc3c(=O)oc4ccc(C)cc4c3s2)cc1	·	·	7	-1%	i	-19%	8%	17%	0%
COc1ccc(/C=C2/N=C3CCCCCN3C2=O)cc1	-12	-7%	1	6%	-19%	0%	-1%	6%	39%[activator]
Cc1oc2c(C)c3oc(=O)c(CCC(=O)NCCCCCC(=O)O)c(C)c3cc2c1C	-18	-4%	-4	5%	-2%	-6%	6%	4%	13%
Fc1cccc(CNCC2CCCO2)c1 (stereo not drawn)	-9	10%	-3	0%	i	0%	19%	6%	7%
Cn1cc(/C=N/Nc2ccccc2)c2ccccc21	-27	4%	-10	-4%	i	-37%	-1%	1%	11µM*
C=C(CN(C)C)C(=O)c1cc(C)ccc1C	-88*	13%	-18	-14%	-28%	?	?	23%	?
CC(=O)C(Cc1ccccc1)NC(=O)CCl (stereo not drawn)	16	1%	6	2%	-31%[inhibitor]	-1%	-26%	24%	-7%
Cc1nc2cc(-c3cccc(F)c3)nn2c(C)c1CCC(=O)NCCc1ccccc1	·	·	4	0%	-87%[inhibitor]	4%	4%	22%	8%
CCOC(=O)C1CCN(C(=O)c2cc3c(s2)-c2ccccc2OC3)CC1	-24	-1%	-13	12%	-47%[inhibitor]	5%	0%	?	-14%
Cc1c(Br)c([N+](=O)[O-])nn1CC(=O)N1CCc2ccccc21	-16	-4%	-15	0%	i	12%	11%	0%	0%
CN(C)c1ccc(C(CNS(=O)(=O)c2ccc(F)cc2)N2CCOCC2)cc1 (stereo not drawn)	·	·	7	·	i	4%	12%	23%	9%
CCCCOc1ccc(NC(=O)CN2CCN(Cc3ccccc3)CC2)cc1	-25	-4%	-14	11%	-2%	-16%	-4%	-16%	?
O=C(NCCc1ccc(Cl)cc1)c1c2c(nc3ccccc13)C(=O)N(C1CCCCC1)C2	·	·	0	·	i	1%	7%	9%	1%
C(=N\NCc1ccccc1)/c1ccc2ncccc2c1	-10	-15%	-1	-3%	-48%[inhibitor]	-1%	-13%	13%	?
O=C(CC1CCCC1)NNC(=O)c1ccccc1O	28	-1%	0	-1%	i	-8%	0%	9%	-12%

Part of the list above, in markdown.
| smiles | D3 antag | aSyn rescue | DRD3 agonist | GLP1R ag | PTHR1 agonist | GLP1R cytotox | KB-V1 MDR tox | TDP-43 yeast inh | GLP1R inv ag |
| --- | --- | --- | --- | --- | --- | --- | --- | --- | --- |
| CCCCOc1ccc(NC(=O)CN2CCN(Cc3ccccc3)CC2)cc1 | -25 | -4% | -14 | 11% | -2% | -16% | -4% | -16% | ? |
| O=C(NCCc1ccc(Cl)cc1)c1c2c(nc3ccccc13)C(=O)N(C1CCCCC1)C2 | · | · | 0 | · | i | 1% | 7% | 9% | 1% |
| C(=N\NCc1ccccc1)/c1ccc2ncccc2c1 | -10 | -15% | -1 | -3% | -48%[inhibitor] | -1% | -13% | 13% | ? |

Entries of single compounds from above. Order of values: D3 antag, aSyn rescue, DRD3 agonist, GLP1R ag, PTHR1 agonist, GLP1R cytotox, KB-V1 MDR tox, TDP-43 yeast inh, GLP1R inv ag
Listed for `O=C(NCCc1ccc(Cl)cc1)c1c2c(nc3ccccc13)C(=O)N(C1CCCCC1)C2` → ·, ·, 0, ·, i, 1%, 7%, 9%, 1%
Listed for `O=C(O)c1ccccc1-c1ccccc1C(=O)Nc1ccccc1Br` → -22, -2%, -2, -5%, i, 2%, ?, -2%, 13%
Listed for `Fc1cccc(CNCC2CCCO2)c1` (stereo not drawn) → -9, 10%, -3, 0%, i, 0%, 19%, 6%, 7%
Listed for `Cc1cc(=O)c2cc(Br)ccc2n1CC(=O)NCc1ccccc1` → 18, -4%, 1, 26%, -11%, 2%, -28%, 10%, -29%
Listed for `O=C(NCc1ccccn1)c1ccc(Cl)c(S(=O)(=O)N2CCOCC2)c1` → 12, 0%, 1, -3%, i, -3%, -22%, 10%, 22%

Assay outcomes (PubChem BioAssay)

These rows are one share of the data; count on the stated rates, not on these rows.
